EBNA-1 inhibitor: blocks EBNA-1 binding to DNA | inhibition, % at 14.8 µM | actives 0.34% (n = 300,000) | EBNA-1 DNA binding, fluorescence polarization; in the data active = inhibition above about 28%
MCL1-BIM inh: inhibitors of human MCL1 binding to BIM-BH3 peptide; Q07820; GST-MCL1 / FITC-Bim-BH3 fluorescence polarization; inhibition, % at 10.9 µM; actives 0.68% (n = 320,000); AID 2057;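 active = inhibition above the mean inhibition of all tested compounds plus 3 SD, set per campaign, cut at about 40% in these data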;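 note: 0% = DMSO wells and 100% = unlabeled Bim-BH3 peptide control; higher means more loss of mP so more displacement of Bim peptide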
Target sequence (Q07820 whole entry, looked up): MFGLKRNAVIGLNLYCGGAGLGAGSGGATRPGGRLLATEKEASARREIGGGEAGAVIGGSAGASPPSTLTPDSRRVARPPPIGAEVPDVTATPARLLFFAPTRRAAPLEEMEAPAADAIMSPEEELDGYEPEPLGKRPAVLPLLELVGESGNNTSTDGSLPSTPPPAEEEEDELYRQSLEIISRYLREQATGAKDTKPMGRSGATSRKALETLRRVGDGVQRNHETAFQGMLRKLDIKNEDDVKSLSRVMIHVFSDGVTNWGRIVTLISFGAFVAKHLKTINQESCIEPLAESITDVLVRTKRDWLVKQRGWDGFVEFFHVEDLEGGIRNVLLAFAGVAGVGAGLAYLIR
Fam108B inh: Fam108B inhibition, counter-screen for RBBP9 inhibitors; recombinant Fam108B, FP-Rh probe fluorescence polarization; inhibition, % at 9.51 µM; actives 0.33% (n = 300,000); AID 1947;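 active = inhibition above the screen mean inhibition plus 3 SD, computed separately per campaign, cut at about 18% in these data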;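 note: inhibitors lower polarization as less probe binds the enzyme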
Yeast superoxide: caloric restriction mimetics inhibiting age-related superoxide in yeast. S. cerevisiae aged cells, superoxide DHE fluorescence; hits give low values. superoxide response (% of plate mean), % at 10 µM. actives 0.18% (n = 330,000). AID 2690;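 active = superoxide response under a set limit, about three screen SD below normal, cut at about 65% in these data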;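 note: yeast aged for seven days with compound at 30 °C before DHE staining; 100% = average MFI of all compound-treated wells on the plate with controls excluded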
Efflux pump inh: inhibitors of Candida antifungal efflux pumps expressed in yeast; S. cerevisiae Candida pump triplex, Nile Red efflux; inhibition, % at 10 µM; actives 0.44% (n = 330,000);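 active = plate passing quality check with inhibition over a set limit, or well fluorescence over plate mean plus 4 SD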;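 note: Nile Red retained in pooled yeast measured as flow cytometry median fluorescence; 0% = buffer negative control and 100% = Enniatin B positive control; higher means more Nile Red kept so more efflux inhibition; some compounds called inactive have numbers as strong as hits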
ZTA DNA inh: blocks Epstein-Barr virus ZTA, an EBNA-1 counter-screen; P03206; ZTA-DNA binding, fluorescence polarization; inhibition, % at 11 µM; actives 0.15% (n = 320,000); in the data active = inhibition above about 33%
Target sequence (P03206 whole entry, looked up): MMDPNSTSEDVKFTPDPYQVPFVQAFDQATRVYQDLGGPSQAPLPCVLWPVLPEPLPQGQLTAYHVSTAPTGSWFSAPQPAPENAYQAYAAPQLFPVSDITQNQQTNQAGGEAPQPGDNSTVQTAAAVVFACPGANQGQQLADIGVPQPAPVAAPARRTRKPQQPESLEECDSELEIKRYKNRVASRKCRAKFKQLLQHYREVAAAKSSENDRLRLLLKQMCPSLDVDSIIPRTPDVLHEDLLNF
MEX-5 binding: C. elegans MEX-5 TCR-2 RNA binding activity; Q9XUB2; MEX-5/FITC-TCR2 RNA binding, fluorescence polarization; hits give low values; activity score (negative = inhibition of binding), % at 10 µM; actives 0.38% (n = 300,000); AID 1832;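 active = inhibition past about -25% in most replicates, and total fluorescence under double the plate's negative control median, limit read from the data; inconclusive = replicates evenly split on the limit, or fluorescence at least double controls; inactive = too little inhibition in most replicates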;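 note: 0% = DMSO and -100% = 5 µM competing unlabeled TCR2 RNA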
Target sequence (Q9XUB2 whole entry, looked up): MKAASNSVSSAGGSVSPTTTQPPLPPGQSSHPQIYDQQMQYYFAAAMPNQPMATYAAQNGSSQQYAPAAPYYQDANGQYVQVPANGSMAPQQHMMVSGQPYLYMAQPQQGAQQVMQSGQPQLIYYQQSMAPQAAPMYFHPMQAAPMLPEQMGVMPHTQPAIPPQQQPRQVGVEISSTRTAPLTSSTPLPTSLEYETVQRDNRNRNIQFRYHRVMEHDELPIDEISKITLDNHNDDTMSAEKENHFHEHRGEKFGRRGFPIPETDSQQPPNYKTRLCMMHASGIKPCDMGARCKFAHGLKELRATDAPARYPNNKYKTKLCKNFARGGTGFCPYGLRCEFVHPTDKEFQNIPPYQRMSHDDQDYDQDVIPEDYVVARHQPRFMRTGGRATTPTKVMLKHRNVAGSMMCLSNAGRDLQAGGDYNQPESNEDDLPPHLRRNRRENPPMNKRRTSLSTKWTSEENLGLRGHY
GLD-1 TGE inh: GLD-1-TGE RNA interaction inhibition (C. elegans); Q17339; actives 0.44% (n = 320,000); purified GLD-1 + fluorescein TGE RNA, fluorescence polarization; inhibition, % at 5.96 µM;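 active = percent inhibition above a per-plate cutoff, the plate mean of test compounds plus 3 SD, cut at about 30% in these data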;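 note: 0% = DMSO wells with GLD-1 and probe and 100% = wells lacking GLD-1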
Bcl-xL primary: Bcl-xL (human) inhibition; Q07817; GST-Bcl-xL / FITC-Bim BH3 peptide fluorescence polarization; inhibition, % at 10.9 µM; actives 0.7% (n = 320,000);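 active = inhibition above the mean of all tested compounds plus 3 SD, cutoff set per campaign, cut at about 30% in these data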;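 note: 0% = DMSO wells and 100% = unlabeled Bim-BH3 peptide competitor; inhibitors lower millipolarization by displacing the labeled peptide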
Active calls of the source: *; u = inconclusive; x = no result given.

SMILES	EBNA-1 inhibitor	MCL1-BIM inh	Fam108B inh	Yeast superoxide	Efflux pump inh	ZTA DNA inh	MEX-5 binding	GLD-1 TGE inh	Bcl-xL primary
c1ccc(-c2nnn(C34CC5CC(CC(C5)C3)C4)n2)cc1	-1	6	-2	115	0.2	-3	1.0	8	6
Cc1cc2c(=O)n(CC(=O)NCC(=O)Nc3ccc(C(C)C)cc3)cnc2s1	-3	0	2	85	0.4	-2	4.9	-5	4
CN(C)C=Nc1nonc1N	-3	8	3	102	0.0	9	-2.4	4	9
CC(C)(C)C(=O)CN1C(=O)C2(OCCO2)c2ccccc21	6	-6	7	93	0.0	5	-2.0	4	-3
O=C(Cn1ncc2c1-c1ccccc1OC2)Nc1nc2ccccc2s1	-5	10	-2	107	0.6	-1	0.2	-1	2
Nc1cc(N)nc(SCC(=O)Nc2ccc3c(c2)OCO3)n1	-9	5	0	113	0.0	-23	-0.5	6	3
CC(=O)N1c2ccccc2Nc2ccccc21	-5	-2	-7	77	0.0	3	-0.4	-5	7
O=C1CCCN1CN(C(=O)c1ccccc1)c1ccc(F)cc1	-1	10	10	91	-0.1	-1	-1.6	-5	6
COc1cc2c(cc1OC)CN(C(=O)/C=C/c1ccc([N+](=O)[O-])cc1)CC2	6	-22	1	96	0.1	6	0.5	0	-11
COc1ccc(OC)c(-c2csc(CCn3nc(C)cc3C)n2)c1	-19	7	2	82	0.0	8	-1.9	7	4
CCCCC1CCC(C(=O)NCC(c2ccco2)N2CCOCC2)CC1 (configuration not stated)	2	5	4	78	-0.2	4	0.5	1	1
CCc1noc(C)c1C(=O)Nc1nnc(CC(C)C)s1	-6	0	0	96	0.0	-4	-0.1	15	-2
O=C(CSc1ccccc1F)NCCCN1CCCC1=O	-3	-6	4	100	-0.1	8	3.2	-4	0
CS(=O)(=O)c1ccc2nc(NC(=O)c3cc(-c4ccccc4)nn3-c3ccccc3)sc2c1	5	6	-14	110	-0.2	-18	2.4	-4	5
COc1cc(NC(=O)Cc2cccs2)ccc1-n1cnnn1	5	6	3	86	-0.1	19	3.2	-3	7
O=C(Nc1nnc(SCc2ccccc2F)s1)C1=COCCO1	-1	3	-1	102	0.0	-20	0.5	5	1
CCn1cc(CN2CCC(n3nccc3NC(=O)C(OC)c3ccccc3)CC2)cn1 (configuration not stated)	0	2	-6	108	0.1	1	2.9	5	4
CCN(CC)c1ccc(C=Nc2ccc(OC)c(S(=O)(=O)N3CCOCC3)c2)c(O)c1	x	8	x	102	-0.1	-20	x	6	4
COc1ccc(CCNS(=O)(=O)c2ccc3oc(C(=O)O)c(C)c3c2)cc1OC	-16	0	1	82	0.1	-17	-0.3	1	5
O=C(Nc1ccc(S(=O)(=O)Nc2ccccn2)cc1)c1ccc(Cl)cc1Cl	-11	6	0	96	0.1	3	-0.6	0	2
C1=C(c2ccccc2)Nc2nnnn2C1c1cccs1 (configuration not stated)	0	1	0	88	-0.1	-1	u	13	10
Nc1nonc1-n1nnc(C(=O)N/N=C/c2ccccc2Cl)c1-c1ccccc1	-1	-2	0	100	-0.1	-1	0.5	4	-1
Cc1ccc(C)c(OCC(=O)Nc2ccc(C(=O)O)cc2NC(=O)COc2cc(C)ccc2C)c1	2	0	-7	111	-0.1	7	-2.8	-4	1
CC1(C)CC(=S)Nc2ccccc2S1	7	17	-1	76	-0.1	3	-2.7	2	11
CCOc1cc(/C=C(\C#N)C(=O)Nc2ccccn2)ccc1O	-4	-7	3	112	0.0	0	0.1	-14	-2
Cc1cc(N2CCCCC2)nc(N)n1	-7	7	1	83	-0.1	-6	1.0	3	-3
CCOc1cc(C2NC(=O)NC(O)(C(F)(F)F)C2C(=O)c2ccc(OC)cc2)ccc1O (configuration not stated)	-4	2	2	104	0.0	7	3.0	0	6
O=C(CP(=O)(O)CC(=O)c1ccccc1)c1ccccc1	-17	6	-2	99	-0.1	-7	0.9	-1	2
O=C(NC1CCCC1)C(c1ccncc1)N(C(=O)Cc1cccs1)c1ccc(F)cc1 (configuration not stated)	0	2	2	89	0.3	5	0.0	4	8
Cc1ccc(NC(=O)c2noc3c2CCCCC3)cc1	-8	-2	2	108	0.3	-13	-1.4	0	0
O=C(NC1CCCCC1)C(c1ccncc1)N(C(=O)Cc1cccs1)c1ccccc1 (configuration not stated)	0	0	4	114	-0.1	11	0.0	12	5
O=C(C#Cc1ccccc1)Nc1cccc(F)c1	-15	0	-7	92	0.5	-1	-0.7	-8	0
NNC(=O)c1ccc(-c2ccccc2F)cc1	-1	2	-6	101	0.1	2	-2.1	-4	2
CC1CCN(CCc2nc3cc(NC(=O)NC4CCCCC4)ccc3n2C)CC1	2	5	5	101	-0.1	-2	-0.2	5	1
CCOc1cc2[nH]c(=S)n(C3CCN(Cc4ccccc4)CC3)c(=O)c2cc1OCC	3	5	-1	102	-0.2	4	0.2	0	4
CCN(CC)S(=O)(=O)c1cc(NC(=O)CSc2n[nH]c(N)n2)ccc1C	x	2	x	101	-0.4	-11	x	0	4
O=C(c1ccc(-n2cnnn2)cc1)N1CCOCC1	0	1	3	94	0.1	7	2.8	-4	1
N#CC(Sc1ccccn1)c1ccc(Cl)cc1 (configuration not stated)	-20	-8	3	106	0.3	-2	2.9	-3	-5
Cc1ccc(-n2c3c(cc(C(=O)NCC(=O)c4ccccc4)c2=O)C(=O)CCC3)cc1	-6	-2	0	89	0.0	6	-1.2	-1	0
CC(C)(C)c1ccccc1NC(=O)CN1C(=O)NC2(CCCC2)C1=O	-4	-3	-1	104	-0.2	8	-1.3	4	3
O=C1CCCN1CN(C(=O)c1ccccc1)c1ccccc1	5	3	-3	80	0.0	4	0.1	-5	0
CCCN1CCN(CCCNC(=O)CCNC(=O)Cn2ccc3ccccc3c2=O)CC1	-17	2	-2	97	0.5	-3	-1.5	0	-4
CCC(CC)C(=O)N1CC(=O)Nc2ccc(F)cc2C1c1ccc(F)cc1 (configuration not stated)	9	-5	-3	102	-0.1	21	1.3	3	-7
CCCCCCSC1=C(C#N)C(c2ccc(O)cc2)CC(=O)N1 (configuration not stated)	-2	7	-1	104	0.0	3	2.4	3	7
Cc1ccc(C(=O)N2CCCCC2)cc1NC1=C(Cl)C(=O)N(Cc2ccccc2)C1=O	x	7	x	105	-0.2	19	x	2	4
O=Cc1cccc2ccc3cccc(C(=O)O)c3c12	-4	6	1	122	0.0	9	-0.7	-1	12
NC(=O)CSc1nnc(COc2cccc3ccccc23)o1	-5	0	5	100	-0.1	21	-0.6	8	2
OCC#CCSc1nnc(-c2ccncc2)o1	-5	-1	1	107	0.1	8	-0.2	3	-2
C=CCNC(=O)c1c(CSc2ccc(Cl)cc2)noc1C(=O)NCc1ccccc1	2	2	-12	93	0.0	-4	-0.6	10	3
C/C(=N\NC(N)=O)c1c(F)cccc1F	1	4	-1	81	0.1	2	2.8	2	5
OCCN1CCN(CC(O)COCCOc2ccc(Br)cc2)CC1 (configuration not stated)	1	5	6	94	-0.1	7	3.0	2	6
Cc1cc(C)c(S(=O)(=O)c2cccc(C(F)(F)F)c2)c(=O)[nH]1	2	0	-3	125	0.0	11	2.2	4	-4
Cc1cc(NC(=O)COC(=O)CNS(=O)(=O)c2ccc(C)c(C)c2)no1	-4	2	4	100	0.1	-1	1.6	-2	4
CCOc1ccc(C(C)=O)cc1CSc1nnnn1-c1ccc(O)cc1	0	5	-6	99	0.1	16	-0.4	4	1
NC(=O)c1cccnc1	3	4	-3	102	-0.1	-3	0.6	5	2
COCCCNC(=O)c1ccc([N+](=O)[O-])c(Cl)c1	4	5	6	80	-0.2	8	-1.5	3	-1
COC(=O)c1cc(N=Cc2c(O)c3ccccc3oc2=O)cc(C(=O)OC)c1	-15	-1	-6	100	0.2	13	-3.3	1	3
CCOc1ccc(NC(=O)CN(C)C(=O)c2cccnc2Sc2ccccc2Cl)cc1OCC	6	6	-1	93	0.0	4	-0.5	2	9
CC(C)c1nnc(NC(=O)C2CCCN2C(=O)Nc2ccccc2)s1 (configuration not stated)	5	3	1	109	-0.1	-5	3.3	11	0
O=C(C1CCCN(S(=O)(=O)Cc2ccccc2)C1)N1CCc2ccccc21 (configuration not stated)	-7	6	0	98	0.0	-11	0.3	-3	4

Not a retest: an excerpt of the list.
SMILES	EBNA-1 inhibitor	MCL1-BIM inh	Fam108B inh	Yeast superoxide	Efflux pump inh	ZTA DNA inh	MEX-5 binding	GLD-1 TGE inh	Bcl-xL primary
CC(C)c1nnc(NC(=O)C2CCCN2C(=O)Nc2ccccc2)s1 (configuration not stated)	5	3	1	109	-0.1	-5	3.3	11	0
O=C(C1CCCN(S(=O)(=O)Cc2ccccc2)C1)N1CCc2ccccc21 (configuration not stated)	-7	6	0	98	0.0	-11	0.3	-3	4

Other records.
SMILES	EBNA-1 inhibitor	MCL1-BIM inh	Fam108B inh	Yeast superoxide	Efflux pump inh	ZTA DNA inh	MEX-5 binding	GLD-1 TGE inh	Bcl-xL primary
O=C(CSc1nnc(-c2ccc(O)cc2)n1-c1ccccc1)CC(=O)Nc1ccccc1	3	-11	-3	96	1.3	7	-0.4	-1	0
Cc1ccc(S(=O)(=O)NCC(=O)NCc2ccncc2)cc1	12	2	4	97	-0.1	-3	3.1	2	3
O=C(NCCN1CCCCC1)Nc1ccc(F)cc1	-2	9	-2	101	0.0	19	1.6	7	2
CCOC(=O)C1CCN(Cc2cn(C)nc2-c2ccc(Oc3ccccc3)cc2)CC1	-7	3	3	96	-0.1	-44	1.0	4	5
COc1cccc(NS(=O)(=O)c2c(C)nc3sccn3c2=O)c1	3	4	-4	99	0.0	4	-1.1	6	-2
CC1(c2ccccc2Cl)NC(=O)N(CC(=O)NCCC2=CCCCC2)C1=O (configuration not stated)	5	3	2	94	0.2	7	0.1	0	4
COc1ccccc1C(=O)N1CCC(N2CCN(c3ccccc3)CC2)CC1	1	3	2	106	0.0	2	-1.3	0	2
O=C1NC(CCc2ccccc2)C(=O)N1CCOc1ccccc1 (configuration not stated)	5	6	3	100	-0.1	15	-0.6	3	7
COc1ccc(OC(C)=O)c(C2c3cc(OC)c(OC)cc3CCN2C(C)=O)c1 (configuration not stated)	17	-5	3	99	-0.1	-1	3.0	2	2
CCN(CC(=O)Nc1cccc(C(C)=O)c1)S(=O)(=O)c1ccc(OC)cc1	0	1	1	102	-0.1	10	1.7	5	-3
Cc1ccc(NC(=O)C2CCCN(c3ncccn3)C2)cc1F (configuration not stated)	4	-2	1	103	0.1	-7	1.6	0	-1
O=C1CSC(c2ccccc2)N1Nc1nc(N2CCOCC2)nc(N2CCOCC2)n1 (configuration not stated)	6	4	-3	86	-0.2	-5	0.9	7	2
NC(=O)c1ccccc1NC(=O)/C=C/c1cccc(Cl)c1	8	1	-2	97	-0.1	12	2.9	7	0
O=C(N[C@@H](Cc1c[nH]c2ccccc12)C(=O)O)c1ccccc1Cl	-11	3	4	112	0.1	-17	-0.2	-3	-2
CCOC(=O)C1CCN(C2=NC(=O)/C(=C/c3ccccc3OC)S2)CC1	-10	-1	5	100	0.1	5	-1.0	-2	-1
Cc1cc(Br)ccc1NC(=O)CN1C(=O)C2C3CC(c4ccccc4)C(C3)C2C1=O (configuration not stated)	-5	0	-8	130	-1.2	-3	-2.2	3	3
O=C(Cc1ccccc1)NCCc1cnc[nH]1	-11	-9	0	101	0.0	-3	1.4	5	0
COc1ccc(N(CC(=O)NCCC2=CCCCC2)S(C)(=O)=O)cc1	11	0	-1	129	-0.1	1	-4.0	-4	2
COc1ccc(CN2CCN(C3CCC3)CC2CCO)c(C)c1C (configuration not stated)	0	-2	-5	109	0.0	10	2.6	-8	-7
CCOc1ncccc1C(=O)Nc1ccc(S(=O)(=O)NC2=NCCCCC2)cc1	7	-2	3	111	-0.2	-5	0.6	-2	1
